Bioassay records deposited in PubChem BioAssay by several laboratories.
MT1-MMP txn act – MT1-MMP promoter reporter activation – cell-based, luciferase luminescence, primary screen; HT1080 MT1-MMP promoter luciferase reporter, overnight; stronger effect = higher value; 86,000 compounds, 0.16% hits; activation factor at 10 µM;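 active = activation factor of at least 2 for MT1-MMP transcription at 10 µM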
Rev-RRE block – HIV-1 Rev-RRE binding inhibitors, primary screen, biochemical, FRET, protein-RNA interaction; 97,000 compounds, 0.79% hits; Rev peptide-RRE RNA binding; P05866; inhibition, % at 8 µM;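 active = inhibition above the screen-wide mean plus 3 SD, cut at about 35% in these data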;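 also: 0% = median DMSO wells and 100% = median Neomycin B control wells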
Target sequence (P05866 whole entry, looked up): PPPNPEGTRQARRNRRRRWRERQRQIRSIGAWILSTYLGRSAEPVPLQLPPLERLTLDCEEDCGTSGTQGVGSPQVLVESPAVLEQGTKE
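Material: labelled RRE RNA duplex and labelled Rev peptide / Buffer or medium: HEPES pH 7.5 salt buffer with EDTA / Compound dosing: single point, 8 µM final nominal compound concentration / Benchmarks: DMSO low control, neomycin B high control / Timing: 5 min preincubation and 15 min binding, 25 °C / Technique: FRET fluorescence readout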
PLAP activator – PLAP enzyme activators, biochemical, luminescence, HTS | purified PLAP enzyme, luminescent substrate read-out; stronger effect = higher value | AID 696, 2007 | Alkaline phosphatase, placental type (Homo sapiens), P05187 | activation fold at 20 µM | 96,000 compounds, 1.2% hits; in the data active = activation fold above about 2
EphB4 antag – EphB4-ephrin-B2 interaction antagonists, primary screen, biochemical, TNYL-RAW peptide probe, fluorescence polarization | Ephrin type-B receptor 4 (Homo sapiens), P54760 | EphB4 LBD / TNYL-RAW-Alexa532 peptide | inhibition, % at 7 µM | 97,000 compounds, 0.15% hits;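 active = inhibition above the screen-wide mean inhibition plus 3 SD, cut at about 15% in these data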;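 also: 0% = DMSO wells and 100% = excess unlabeled TNYL-RAW peptide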
Plk1 PBD FP – Plk1 polo box domain binding inhibitors, primary screen, biochemical, fluorescence polarization; Plk1 PBD phosphopeptide binding; inhibition, %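 (tested at about 20 µM)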; 97,000 compounds, 0.13% hits; in the data active = inhibition above about 34%, passing the limit was not always enough
Target sequence (P53350 whole entry, looked up, the tested form may be a part): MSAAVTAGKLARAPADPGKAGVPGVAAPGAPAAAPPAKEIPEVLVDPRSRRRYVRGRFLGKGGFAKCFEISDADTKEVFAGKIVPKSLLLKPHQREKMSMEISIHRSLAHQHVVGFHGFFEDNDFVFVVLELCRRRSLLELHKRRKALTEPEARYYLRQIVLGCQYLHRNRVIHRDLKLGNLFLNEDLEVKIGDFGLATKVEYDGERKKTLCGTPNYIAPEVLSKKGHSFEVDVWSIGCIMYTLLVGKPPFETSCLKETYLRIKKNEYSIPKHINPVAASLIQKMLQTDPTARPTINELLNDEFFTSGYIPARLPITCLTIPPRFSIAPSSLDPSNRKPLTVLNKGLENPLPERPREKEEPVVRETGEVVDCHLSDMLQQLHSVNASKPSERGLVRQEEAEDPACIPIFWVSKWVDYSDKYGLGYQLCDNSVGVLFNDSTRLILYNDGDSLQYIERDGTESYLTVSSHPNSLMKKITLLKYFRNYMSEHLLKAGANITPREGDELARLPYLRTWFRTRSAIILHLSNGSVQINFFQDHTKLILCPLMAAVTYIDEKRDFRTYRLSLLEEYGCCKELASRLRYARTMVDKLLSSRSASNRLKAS
S1P2 antag – human S1P2 receptor antagonists, primary screen, cell-based; 97,000 compounds, 0.21% hits; inhibition, % at 5 µM; Sphingosine 1-phosphate receptor 2 (Homo sapiens), O95136; AID 736, 2007; cell-based S1P2 antagonist assay, inhibition at 5 uM; in the data active = inhibition above about 45%;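 also: CRE beta-lactamase reporter cells expressing human S1P2 stimulated with S1P; 0% = agonist at EC80 alone and 100% = agonist plus reference antagonist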
Target sequence (O95136 whole entry, looked up): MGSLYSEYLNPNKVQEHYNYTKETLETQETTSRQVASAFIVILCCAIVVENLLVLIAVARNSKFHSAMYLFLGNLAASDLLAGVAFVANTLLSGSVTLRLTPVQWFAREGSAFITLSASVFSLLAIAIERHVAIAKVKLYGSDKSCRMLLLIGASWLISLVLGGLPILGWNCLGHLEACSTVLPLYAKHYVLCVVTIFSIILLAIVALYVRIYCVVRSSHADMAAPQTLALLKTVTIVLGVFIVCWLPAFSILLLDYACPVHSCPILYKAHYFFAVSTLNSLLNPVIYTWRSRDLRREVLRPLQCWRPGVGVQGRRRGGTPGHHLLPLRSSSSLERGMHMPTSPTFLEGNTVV
PLK1 kinase inh – human PLK1 kinase inhibitors, primary screen, biochemical, TR-FRET | Serine/threonine-protein kinase PLK1 (Homo sapiens), P53350 | AID 619, 2007 | inhibition, % at 10 µM | 97,000 compounds, 0.53% hits | recombinant PLK1 kinase, TR-FRET peptide phosphorylation;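 active = inhibition of 50% or more in the single-concentration screen; inactive = inhibition below 50%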;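 also: 0% = DMSO max control and 100% = H-89 dihydrochloride min control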
S1P2 ag – S1P2 receptor agonists, primary screen, cell-based; Sphingosine 1-phosphate receptor 2 (Homo sapiens), O95136; S1P2-expressing cell line, agonist reporter read-out; activation, % at 4.5 µM; 97,000 compounds, 0.46% hits; AID 729, 2007; in the data active = activation above about 16%;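 also: 0% = vehicle low control and 100% = maximal reference agonist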
FAK blocker – FAK kinase inhibitors, primary screen, biochemical | biochemical FAK kinase activity assay | inhibition, %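 (tested at 7 µM)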 | 97,000 compounds, 0.84% hits; in the data active = inhibition above about 19%;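 also: 0% = DMSO and 100% = reference compound high control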
Starred values were filed as active, the others as inactive; nt = no result given. An unsorted share of the library. About 3.9% of those tested had a hit in this group.

SMILES	MT1-MMP txn act	Rev-RRE block	PLAP activator	EphB4 antag	Plk1 PBD FP	S1P2 antag	PLK1 kinase inh	S1P2 ag	FAK blocker
CCCCNC(=O)CSc1nnc(-c2ccco2)n1C	1.1	1	1	-6	-22	-6	-5	13	1
Cc1ccccc1NC(=S)NN1CCN(C)CC1	1.1	3	1.1	2	-22	9	-11	-5	-4
Cc1ccc(N2CCN(c3ccc(C)cc3)C(CC(=O)O)C2=O)cc1 (stereo unspecified)	1.4	3	1.6	0	12	-5	-2	-7	-2
Fc1ccc(CSc2nc3ccccc3[nH]2)c2ccccc12	1.2	5	1.1	5	-13	-24	0	2	6
COc1ccc(CCNC(=O)CN2CCCc3ccccc32)cc1OC	1.3	9	1.1	-1	4	4	-10	-4	4
COc1cccc(-n2c(SCC(=O)OC(C)C)nnc2-c2cccnc2)c1	1.1	-2	1.1	7	10	-8	-12	-4	-1
CCCN(CCC)C(=O)CSc1nc2ccccc2c(=O)n1C1CCCC1	1.2	3	1.4	-3	-31	-21	-4	-4	2
C=CCNC(=S)NNC(=O)C(CCC(C)C)CC(C)(C)O (stereo unspecified)	1.1	4	2.7*	3	-4	-5	4	-4	0
CCOC(=O)CSc1nc2ccccc2c(=O)n1CC1CCCC1	1.1	18	nt	2	11	-12	-11	0	0
O=C(O)c1ccccc1OCCOc1ccccc1	1.1	3	0.9	-8	-28	-14	-7	-6	9
Cc1cnc(NC(=O)CSc2nc3ccccc3c(=O)[nH]2)s1	1	-3	nt	-11	-17	-12	40	-4	-1
CCC(=O)c1ccc(N2CCN(C(=O)Cc3ccccc3)CC2)c(F)c1	1	6	1.7	-4	3	-5	-17	0	3
Cc1ccc(C(C)C)c(OCC(=O)Nc2ccccc2N2CCN(C)CC2)c1	1.1	0	1.6	7	-24	0	-1	0	3
O=C(Nc1cccc(Cl)c1)Nc1nc(-c2ccc(Cl)cc2)cs1	nt	1	1.1	-12	37	-21	-10	4	-5
O=C(O)CSc1nc2ccccc2[nH]1	1.1	0	0.9	-2	23	-18	-23	-2	1
CCC(=O)N1CCc2cc(S(=O)(=O)N3CCc4ccccc4C3)ccc21	nt	6	0.8	-2	-7	-3	-36	-4	1
COc1ccc2cc(C(c3nnnn3C(C)(C)C)N3CCSCC3)c(=O)[nH]c2c1 (stereo unspecified)	1.1	3	1.3	3	7	-2	-10	-4	-2
CCOc1ccc(N2CC(=O)SC2=S)cc1	1.1	3	1.1	-6	6	-1	-2	-4	4
COC(=O)[C@H](C)NC(=O)Nc1ccc(OC)cc1OC	1.2	4	1.1	-8	14	0	-6	-7	-1
Nc1nc(N2CCCCC2)nc(N2CCCCC2)n1	1.1	-1	1.3	-2	-7	-11	-7	-1	1
Nc1ccccc1SCc1cn2cccnc2n1	1.2	3	1	3	24	20	-4	-5	2
O=C(NCCCn1ccnc1)C(Cc1ccccc1)N1C(=O)c2ccccc2C1=O (stereo unspecified)	1.1	2	1	-8	-26	1	-4	-1	1
CC(C)CCNC(=O)C1CC(c2cccc([N+](=O)[O-])c2)=NO1 (stereo unspecified)	nt	2	0.9	-3	-20	-9	-4	-10	-10
CC1=CC(=O)C(C(C)C)=C/C1=N/OC(=O)c1cccc([N+](=O)[O-])c1	1.1	1	1.1	-4	13	13	4	-6	0
CN(C)S(=O)(=O)c1cccc(C(=O)Nc2ccccc2Cl)c1	1.3	-1	0.7	0	12	-18	7	-5	-1

Overlap with the part before: two compounds, then new ones.
SMILES	MT1-MMP txn act	Rev-RRE block	PLAP activator	EphB4 antag	Plk1 PBD FP	S1P2 antag	PLK1 kinase inh	S1P2 ag	FAK blocker
CC1=CC(=O)C(C(C)C)=C/C1=N/OC(=O)c1cccc([N+](=O)[O-])c1	1.1	1	1.1	-4	13	13	4	-6	0
CN(C)S(=O)(=O)c1cccc(C(=O)Nc2ccccc2Cl)c1	1.3	-1	0.7	0	12	-18	7	-5	-1
CC(C)CC(=O)c1c[nH]c(C(=O)NCCCn2ccnc2)c1	nt	8	1.5	2	13	12	-8	-4	18
CC(C)N(C(=O)CSc1nnc(CNc2ccc(F)cc2)o1)C(C)C	1.2	-2	nt	6	11	-17	-10	-7	-1
COc1ccc(-c2nn(-c3ccccc3)cc2/C=N/NC(=O)c2ccc(Br)o2)cc1	nt	1	1.1	-6	-11	47*	-1	-5	-1
CCOC(=O)c1ccc(NC(=O)CN2C(=O)C3C4C=CC(C4)C3C2=O)cc1 (stereo unspecified)	nt	0	0.8	-4	-24	-10	-3	-1	2
Cc1cccc2cc(CN(Cc3cccs3)C3(c4nnnn4C4CCCC4)CCCC3)c(=O)[nH]c12	1.1	5	1.4	-6	7	-3	-6	0	-1
CCC(=O)NCCNC(=O)c1c(SC)nsc1SC	1	2	1	-3	-2	-8	-2	-6	-3
FC(F)(F)c1cc(Oc2ccc(Cl)cc2)nc(-c2ccccn2)n1	nt	7	1	3	3	6	-11	-2	0
O=S(=O)(Nc1cccc(-c2cn3ccsc3n2)c1)c1ccc(F)cc1	1.2	10	1.1	-1	21	13	-7	-2	4
CCOC(=O)c1c(-c2ccc(OC)cc2)csc1NC(=O)CNCc1ccco1	nt	4	1.5	0	-23	0	-5	-4	-7
CC(C)CCNc1nc2c(c(=O)n(Cc3cccc(F)c3)c(=O)n2C)n1C	1.1	-2	1.5	4	15	8	-6	-4	-3
Clc1ccc(OCCn2cnc3ccccc32)cc1	1.1	8	1	-3	-24	4	30	0	3
Cc1ccc(S(=O)(=O)N2CCCC2C(=O)Nc2nc3c(s2)CCCC3)cc1 (stereo unspecified)	1.2	10	1.2	-9	-15	-8	-2	-4	-2
O=C(NCCc1ccccc1F)C1CCCN1S(=O)(=O)c1ccccc1 (stereo unspecified)	1.2	2	1.1	3	-22	12	-7	-5	-1
COc1ccc(-n2nnnc2-c2cnc(N3CCCC3)nc2C(F)(F)F)cc1	nt	7	1.1	7	1	-6	-15	-5	9
Cc1ccc(C(=O)COC(=O)c2cnccn2)cc1	1.1	4	0.9	-3	8	22	-5	-8	2
CCN1CCN(Cc2nc3c(c(=O)n(C)c(=O)n3C)n2Cc2ccccc2Cl)CC1	1.1	0	1.6	-1	0	-2	7	-4	-3
CCOC(=O)c1ccc(N/C=C/C(=O)c2ccc(OC)cc2)cc1	nt	3	1	-6	-24	7	-5	-6	2
O=C(CN1CCCCC1)N1c2ccccc2CCc2ccccc21	1.2	0	1.3	-1	0	-8	1	-5	1
CCN1C2=NCCCN2c2ccccc21	1.2	8	0.9	-6	-20	-14	-11	-9	-3
Cc1cc2c3nonc3ccc2n1-c1ccccc1	nt	0	1.1	-4	-37	-7	-4	0	1
COC(=O)CSc1nnc2n(C3CCCCC3)c(=O)c3c4c(sc3n12)CCCC4	nt	-2	1.2	-1	-14	-8	-15	-4	-5
Cc1ccc2c(c1)N(CC(=O)N(Cc1ccccn1)Cc1ccco1)C(=O)C(C(C)C)O2 (stereo unspecified)	1.3	5	nt	0	-18	-8	-12	-4	0
CCOC(=O)c1ccc2[nH]c3c(c2c1)CN(C)CC3	1.1	5	1.1	-1	-1	-27	-11	-3	0
CN(C)c1ccc(NC(=S)NC(=O)/C=C/c2ccc(Cl)cc2)cc1	nt	7	0.5	5	21	7	-1	-8	-4
Cc1ccc(SCC(=O)Nc2cccc(C(=O)NC(C)(C)C)c2)cc1	nt	6	0.8	-1	-3	1	-5	-4	-2
SMILES	MT1-MMP txn act	Rev-RRE block	PLAP activator	EphB4 antag	Plk1 PBD FP	S1P2 antag	PLK1 kinase inh	S1P2 ag	FAK blocker
CCOc1ccc(N(CC(=O)NCCSc2ccccn2)S(C)(=O)=O)cc1	1.1	-2	0.9	0	6	8	4	-3	3
CCCCOc1ccc(C(=O)N/C(=C\c2cccc([N+](=O)[O-])c2)C(=O)OCCC)cc1	nt	8	1	11	12	6	-1	-3	6
COc1ccc(Cn2c(=O)[nH]c3cc(C(=O)N4CCN(Cc5ccccc5)CC4)ccc3c2=O)cc1	0.9	7	1.2	-3	-20	3	1	-7	1
CC(C)n1c(-c2ccccc2F)n[nH]c1=S	1.1	4	0.9	5	-9	-11	-13	-5	0
CCOC(=O)CC1C(=O)NCCN1Cc1cccc(C(F)(F)F)c1 (stereo unspecified)	1	2	1.5	-11	-4	6	-8	-4	0
CSc1nc(Sc2cccc(Cl)c2)c2ccccc2n1	nt	9	0.8	2	-35	16	-7	-6	12
COc1ccc(C(C#N)C2(C)OCCO2)cc1OC (stereo unspecified)	1	0	1.1	-4	3	-12	-8	0	-1
CC(=O)N[C@H]1C[C@@H]1c1ccccc1	0.9	8	0.9	0	5	1	-8	0	2
Cc1ccc(N2C(=O)CSC2c2ccc3c(c2)OCO3)cc1 (stereo unspecified)	1.2	4	1.1	6	10	8	9	-4	-2
CCCC(=O)Nc1ccc(C(=O)NNC(=O)c2cccs2)cc1	nt	3	1	-8	7	7	-7	-5	-8
Cc1ccc(-c2cc(-c3nnc(SCC(=O)NC(C)C(C)C)n3N)c3ccccc3n2)cc1 (stereo unspecified)	1.1	13	1	1	-17	14	-1	-8	8
O=C(O)C1OC(C(=O)O)C2C1C(F)(F)C2(F)F (stereo unspecified)	1.1	1	1.1	3	24	-1	-12	-6	-7
COc1ccc(CN(Cc2cc3cc(OC)c(OC)cc3[nH]c2=O)C(=O)NC2CCCCC2)cc1	nt	6	0.8	2	23	0	-14	-4	0
O=C1CC(N2CCC(C(=O)N3CCCCC3)CC2)C(=O)N1 (stereo unspecified)	1.1	7	0.8	0	-19	-13	-7	-4	-2
CC(=O)Nc1cc(C(=O)N2CCN(C)CC2)ccc1S(=O)(=O)c1ccc(C)cc1	1.1	8	1	11	-12	1	-11	-2	1
CC(C)CC(c1nnnn1C(C)(C)C)N1CCN(C2CCCC2)CC1 (stereo unspecified)	1.1	4	1.6	7	-20	8	-10	-4	-2
CCCCCCC(c1c(C)n(C)n(-c2ccccc2)c1=O)c1c(C)n(C)n(-c2ccccc2)c1=O	1.2	-1	nt	4	26	15	-9	-12	4
O=C(Nc1cccc2ncccc12)c1cccc(F)c1	nt	-1	1	-1	15	-9	-9	-5	-3
CCCC(=NCC(=O)O)C1=C(O)C(C(=O)OC)C(C)(C)CC1=O (stereo unspecified)	1.1	0	1	2	-10	-6	-10	-10	-1
CC(=O)Nc1ccc(-n2nnnc2SCC(=O)N2CCN(C(=O)c3ccco3)CC2)cc1	1.3	0	1.4	10	7	9	-7	-4	1
O=C(CC1SCCNC1=O)Nc1cccc(C(F)(F)F)c1 (stereo unspecified)	1.1	7	1.1	0	2	8	-8	-12	-7
Cc1cccc(OCc2n[nH]c(=S)o2)c1	1	4	1.7	-5	-32	-12	0	-6	-5
Cc1noc(/C=C/N(C)C)c1S(=O)(=O)N1CCCC(C(=O)NC2CCCCC2C)C1 (stereo unspecified)	1.2	-5	1.6	2	-1	-2	-3	-4	2
CCOC(=O)C1CCCN(c2c(N3CCN(C)CC3)c(=O)c2=O)C1 (stereo unspecified)	nt	3	1	0	-3	-12	-18	-7	-4

Complete entries from above. Order of screens: MT1-MMP txn act | Rev-RRE block | PLAP activator | EphB4 antag | Plk1 PBD FP | S1P2 antag | PLK1 kinase inh | S1P2 ag | FAK blocker
`CCCCOc1ccc(C(=O)N/C(=C\c2cccc([N+](=O)[O-])c2)C(=O)OCCC)cc1` is entered as nt | 8 | 1 | 11 | 12 | 6 | -1 | -3 | 6
`O=C(O)C1OC(C(=O)O)C2C1C(F)(F)C2(F)F` (stereo unspecified) is entered as 1.1 | 1 | 1.1 | 3 | 24 | -1 | -12 | -6 | -7
